Compound activity deposited in PubChem BioAssay by several laboratories.
bCat nuc transl = beta-catenin nuclear translocation modulation. HeLa beta-catenin nuclear translocation, immunofluorescence imaging. nuclear translocation activity, % at 5 µM. hit rate 0.3% among 190,000;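 active means nuclear translocation activity above 50% at 5 µM, with a well cell count of 50 or more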;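 further: per-cell ratio of nuclear to cytoplasmic median beta-catenin stain intensity; plate controls were DMSO negative control for no effect and GSK-3 inhibitor IX positive control for full effect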
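Test system: HeLa cells, endogenous beta-catenin; Compound: single 5 µM dose plus 0.02–20 µM confirmation series; Times: compound exposure 24 h at 37°C; Signal: fluorescence imaging of beta-catenin antibody stain plus DAPI; Read-out: % activation, nuclear-to-cytoplasmic median beta-catenin signal ratio per cell.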
WT yeast gro inh = growth inhibition of WT yeast, mitochondrial fusion screen; hit rate 2.1% among 190,000; AID 1362; inhibition, % at 10 µM; mitochondrial fusion phenotypic screen, WT strain; in the data active means inhibition above about 58%; tested in S. cerevisiae
Hep lipid drop = hepatic lipid droplet formation modulation | inhibition, % at 6.5 µM | AID 1656 | AML12 mouse hepatocytes, oleate lipid droplets, BODIPY imaging | hit rate 0.4% among 240,000;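 active means lipid droplet intensity inhibited by at least 50%, with more than 500 cells counted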
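Assay system: AML12 mouse liver cells | Compound dosing: One dose, 6.5 µM compound | Read-out basis: Droplet intensity reduction, % inhibition | Measured by: Fluorescence imaging, 20x objective, two fields per well | Schedule: Overnight treatment with compound plus oleate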
XIAP displacement = XIAP antagonists, biochemical, IAP family, fluorescence polarization (AID 1018). XIAP BIR domain, fluorescence polarization peptide displacement; higher % means a stronger effect. displacement, % at 20 µM; hits with a dose series show IC50 in µM. hit rate 0.007% among 200,000; in the data active means displacement above about 50%; further: a part of the inactive calls stands beside numbers as strong as those of hits
MT stabilize HCS = microtubule stabilizers in HeLa cells; HeLa tubulin immunostaining HCS, 24 h; share of cells brighter than vehicle mean+2SD; % tubulin-high responders, % at 10 µM; hit rate 0.83% among 200,000; AID 2205;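 active means plate Z-score above 3 for both tubulin-high and condensed-nucleus cell shares, with cell loss under 80%, at 10 µM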;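 further: anti alpha tubulin signal scored within the nucleus-defined area of each cell; some results filed as inactive read as strong as hits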
Autophagy mod = autophagy modulation, high-content screen; MEF GFP-LC3 puncta imaging; test concentration mostly 10 µM; calls only at 10 µM (by protocol); hit rate 0.98% among 190,000; AID 463193;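 active means percentage of spot-positive cells more than 3 SD above its plate mean, without a fluorescence outlier flag or 80% toxicity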;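 further: spot-positive cell cutoff set from DMSO-treated cells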
CSM14.1 death rescue = protection against thapsigargin-triggered cell killing – 384-well, CSM14.1, ATP luminescence, primary screen (AID 1222); CSM14.1 thapsigargin-induced death rescue, ATP luminescence; higher % means a stronger effect; 190,000 tested, under 10 active; cellular ATP content (survival), % at 20 µM; hits with a dose series show EC50 in µM;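 active means EC50 below 50 µM in the dose-response confirmation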;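 further: death triggered by thapsigargin at about 15 µM added after 2 h compound pretreatment; cell ATP read after overnight thapsigargin exposure of roughly 18 to 22 hours; normalized against plate controls of thapsigargin alone and 5% DMSO vehicle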
Ins promoter up = MIN6 insulin promoter up-regulation | MIN6 insulin promoter-GFP reporter, high-content imaging; active compounds read high | z-score at 5 µM | hit rate 0.3% among 190,000 | AID 1625;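 active means z-score above 3 at 5 µM with at least 500 cells counted in the well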
Dynein transport = blocks dynein driven cargo transport along microtubules | z-score, hits read low | hit rate 0.47% among 220,000 | 3617.4 mouse cells, GR-EGFP nuclear translocation imaging; test concentration mostly 20 µM; stimulated with dexamethasone, 1 µM; active compounds read low;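 active means plate z-score of nuclear minus cytoplasmic receptor signal below a set negative limit, without overly bright fluorescence or cell loss, cut at about -3.5 in these data, passing the limit was not always enough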;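 further: z-score of nuclear minus cytoplasmic ring GR-EGFP intensity difference per well; some compounds called inactive have numbers as strong as hits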
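Buffer or medium – tet-free medium with charcoal-stripped serum · Signal – automated 10x imaging of fixed Hoechst-stained cells · Also added – dexamethasone agonist, 1.0 µM final, for 30 min · Incubation – induction 48 h, compound 1 h, agonist 30 min · Read-out – GR-EGFP nuclear translocation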
WT yeast gro inh mutant strain = second read-out of WT yeast gro inh, no call of its own (marks repeat the call); inhibition, %; mitochondrial fusion phenotypic screen, mutant strain inhibition
Dynein transport cytoplasmic EGFP = recorded beside Dynein transport, whose call it bears; z-score; measured here: cytoplasmic GR-EGFP intensity; active compounds read high
Dynein transport nuclear GR-EGFP = recorded beside Dynein transport, whose call it bears; z-score; measured here: nuclear GR-EGFP intensity;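 lower value marks the stronger effect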
Dynein transport cell count = further read-out of Dynein transport, marked with its call; z-score; measured here: cell count per field
Ins promoter up cell count = recorded beside Ins promoter up, whose call it bears; cell count; measured here: cytotoxicity, nuclei count;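 total cells summed across four imaged fields per well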
Hep lipid drop cells 6.5 µM = recorded beside Hep lipid drop, whose call it bears; cell count; measured here: cell count, cytotoxicity flag;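 cells counted across two imaged fields per well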
bCat nuc transl cell count 5 µM = recorded beside bCat nuc transl, whose call it bears; cell count; measured here: cell count, cytotoxicity flag
MT stabilize HCS Hoechst-high % = second read-out of MT stabilize HCS, no call of its own (marks repeat the call); % Hoechst-high responders; measured here: nuclear condensation Hoechst responders;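 share of cells brighter than vehicle mean plus two SD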
MT stabilize HCS cytotoxicity % = also measured in MT stabilize HCS; calls as there; toxicity, %; measured here: cytotoxicity by cell density;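 0% = mean cell density of plate MIN control wells and 100% = no cells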
Autophagy mod cell loss 18 h = second read-out of Autophagy mod, no call of its own (marks repeat the call); toxicity, %; measured here: cell loss, nuclei count;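 cell loss after 18 h compound exposure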
Numbers without * were called inactive; i = inactive; . = not tested or not shown. Hits appear at their usual frequency (roughly 4% active in at least one column).

canonical_smiles,bCat nuc transl,bCat nuc transl cell count 5 µM,WT yeast gro inh,WT yeast gro inh mutant strain,Hep lipid drop,Hep lipid drop cells 6.5 µM,XIAP displacement,MT stabilize HCS,MT stabilize HCS Hoechst-high %,MT stabilize HCS cytotoxicity %,Autophagy mod,Autophagy mod cell loss 18 h,CSM14.1 death rescue,Ins promoter up,Ins promoter up cell count,Dynein transport,Dynein transport cytoplasmic EGFP,Dynein transport nuclear GR-EGFP,Dynein transport cell count
CC(O)CNCCOc1ccccc1OCc1ccccc1 (stereo not drawn),-1.0,1079,17,5,7,701,-12%,2.1,0.9,1.7,i,-8,-3.4%,-0.25,1436,0.19,-0.23,0.33,0.028
CCc1nn2c(N3CCOCC3)cc(C)nc2c1-c1ccc(F)cc1,.,.,-1,0,88*,729*,-6.8%,3.9,1.4,5.2,i,-8,-3.7%,2.8,1095,2,0.76,1.3,0.23
S=C(NCCc1ccccn1)Nc1ccc(Cl)cc1Cl,-0.7,996,14,10,-11,700,-4.2%,4.4,1.5,2.4,i,-25,-1.4%,-0.16,1566,0.091,-0.26,0.27,0.65
Cc1cc(C)n(-c2ccc(C(=O)OCC(=O)Nc3ccc(S(=O)(=O)N4CCCCC4)cc3)cc2)n1,.,.,10,-1,8,786,-1.2%,1.2,1.4,16,i,3,-0.6%,0.15,916,0.25,-0.18,-0.17,0.55
Cc1occc1C(=O)NNC(=O)c1ccc(F)cc1,0.1,1449,-24,-3,.,.,-21%,2.7,1.3,6.7,i,9,2.7%,0.84,1526,0.26,-0.2,0.84,0.33
O=C(Nc1ncc2c(n1)-c1ccccc1OC2)c1ccc(F)cc1,-2.2,1063,8,-21,.,.,-3.3%,1.6,3.4,7.9,i,5,-0.7%,-0.67,1302,-0.28,-0.066,-0.056,0.43
CC(=O)c1ccc(-n2nncc2-c2ccc([N+](=O)[O-])cc2)cc1,4.3,1015,-7,12,-1,681,-4.1%,6.1,3.1,9.5,i,17,.,0.54,1205,0.42,-0.34,0.47,0.71
COc1ccc(C2CC2C(C)=O)cc1 (stereo not drawn),-0.8,1091,-11,6,-11,701,-0.6%,2.5,1.1,6.7,i,8,.,-0.95,1226,-0.5,-0.31,-0.52,-0.43
COc1ccc(C2/C(=C(\O)c3ccc4c(c3)OCCO4)C(=O)C(=O)N2CCCN(C)C)cc1 (stereo not drawn),-1.8,1184,1,-4,.,.,-5.6%,3.8,1.6,1.8,i,7,-1.6%,0.76,1264,-0.58,0.058,0.065,0.75
CC1(c2ccccc2)CC(C)(C)N(C(=O)CSc2nnc(N)s2)c2ccccc21 (stereo not drawn),1.9,482,15,6,2,614,-1.0%,2.0,1.6,3.3,i,7,9.8%,-0.27,1327,-0.21,-0.24,-0.06,0.21
Cc1ccc(-c2nnn(Cc3nc4ccccc4s3)n2)cc1,-5.9,1216,24,-11,10,818,-4.7%,3.4,1.6,4.3,i,3,2.3%,0.04,1336,-0.2,-0.24,0.66,0.87
CCC1(C)Cc2c(sc3c2c(=O)n(-c2ccccc2)c(=O)n3C)CO1 (stereo not drawn),0.3,798,-9,-25,.,.,-5.4%,2.8,1.2,5.5,i,-31,0.5%,-1.4,1555,1,-0.22,0.81,0.65
CCOC(=O)c1ccc(N2C(=O)c3n[nH]c(C)c3C2c2cccnc2)cc1 (stereo not drawn),-0.7,1126,7,-11,.,.,-1.4%,3.3,2.1,2.8,i,14,8.3%,-0.24,1221,1.1,0.13,0.72,-0.88
CC(C)OP(=O)(c1ccc(N(C)C)cc1)C(Nc1ccccc1)c1cccnc1 (stereo not drawn),-0.4,930,1,16,0,482,-3.6%,2.0,2.8,6.8,i,-8,2.0%,.,.,0.34,-0.0014,0.38,-0.49
CCCNS(=O)(=O)c1ccc(CCC(=O)N2CCCCC2)cc1,1.0,1093,0,-1,-5,659,-4.8%,3.1,1.5,1.8,i,1,.,-0.1,1282,-0.3,-0.28,-0.026,1.5
c1ccc2c(c1)OCC(c1csc3ncnc(N4CCOCC4)c13)O2 (stereo not drawn),-3.1,1347,16,14,.,.,0.4%,1.3,0.8,3.4,i,-2,-0.7%,-0.08,1452,-0.17,-0.18,-0.26,0.77
Cc1cc(=O)[nH]n(CCO)c1=O,-5.3,1157,.,.,-21,503,.,.,.,.,.,.,.,-0.01,1432,-0.34,-0.2,-0.24,-0.25
O=C(NCCNC(=O)C(c1ccccc1)c1ccccc1)c1ccco1,1.2,1002,17,23,0,752,-2.0%,3.1,1.8,12,i,12,4.4%,0.33,797,-0.64,-0.33,-0.012,0.64
CCC(C)(c1nnnn1-c1c(C)cccc1C)N(N=O)c1cccc(C(F)(F)F)c1 (stereo not drawn),2.6,1026,55,1,-31,625,-20%,6.8,1.9,0.3,i,12,0.3%,-0.83,1350,2.8,0.37,1.4,-1.1
BrCCOCCOc1ccc2ccccc2c1,-1.0,958,5,-7,18,683,-6.3%,5.2,2.3,10,i,8,-1.6%,-0.25,1290,-0.17,0.19,-0.087,-0.18
CC(C)C(=O)NC(c1ccco1)c1c(O)ccc2ccccc12 (stereo not drawn),-1.9,1398,-4,19,.,.,3.6%,2.9,2.1,8.2,i,-1,0.8%,0.15,1465,-0.42,0.047,-0.27,0.39
NC(=O)COC(=O)c1ccccc1Nc1ccc(SC(F)F)cc1,1.5,892,41,-12,0,616,-16%,3.8,2.3,3.9,i,15,0.3%,0.13,1351,0.58,-0.29,0.37,0.77
O=C(c1ccc(=O)oc1)N1CCN(C(c2ccccc2)c2ccccc2)CC1,-8.9,948,3,13,.,.,-7.4%,4.7,2.5,3.4,i,-19,-3.0%,-2.3,943,0.011,-0.22,0.26,-0.25
CCOCCOC(=O)C1=C(C)N(C)C(=O)NC1c1ccccc1F (stereo not drawn),.,.,-2,-2,.,.,-6.8%,1.0,2.3,2.6,i,-22,-1.9%,-0.23,1009,0.064,-0.22,0.31,1.1
Cc1ccccc1C(=O)/C(C#N)=N/Nc1c(C)n(C)n(-c2ccccc2)c1=O,3.3,1093,1,14,-1,705,-5.4%,3.1,0.5,17,i,22,3.1%,-1.2,1149,-0.13,1,0.3,0.31
COc1ccc(C(=O)NC(C(=O)NCc2ccccn2)C(C)C)cc1 (stereo not drawn),0.3,1170,0,12,.,.,-4.7%,1.8,1.0,5.4,i,6,0.0%,0.18,1039,-0.038,0.086,0.26,-0.47
COc1ccc(OC)c(N2CC(O)(c3cccs3)[N+]3=C2SCCC3)c1 (stereo not drawn),-1.5,954,-4,-21,-18,679,-4.1%,4.7,2.0,6.7,i,3,-2.0%,-1.6,1291,-0.0084,-0.17,-0.24,-0.32
COc1cc(NS(=O)(=O)c2ccc(Cl)cc2)c(C(=O)O)cc1OC,-2.4,604,-5,-6,0,704,-9.5%,2.5,1.2,10,i,14,-1.3%,-0.1,1151,-0.24,-0.25,0.48,0.42
CC(=O)NC(CCS(C)(=O)=O)C(=O)Nc1ccccc1Cl (stereo not drawn),1.1,1384,6,5,.,.,-1.8%,5.3,4.0,4.8,i,7,0.5%,-0.4,1337,-0.72,-0.34,-0.3,0.28
CCOC(=O)C1CCN(c2c(-c3ccccc3)c3cc(Cl)ccc3[nH]c2=O)CC1,-2.3,1331,19,9,1,663,-1.9%,4.3,1.1,5.1,i,5,-1.3%,-1.1,1249,1.2,-0.22,0.56,-0.31

Brought forward from above: two entries, followed by the next part.
canonical_smiles,bCat nuc transl,bCat nuc transl cell count 5 µM,WT yeast gro inh,WT yeast gro inh mutant strain,Hep lipid drop,Hep lipid drop cells 6.5 µM,XIAP displacement,MT stabilize HCS,MT stabilize HCS Hoechst-high %,MT stabilize HCS cytotoxicity %,Autophagy mod,Autophagy mod cell loss 18 h,CSM14.1 death rescue,Ins promoter up,Ins promoter up cell count,Dynein transport,Dynein transport cytoplasmic EGFP,Dynein transport nuclear GR-EGFP,Dynein transport cell count
CC(=O)NC(CCS(C)(=O)=O)C(=O)Nc1ccccc1Cl (stereo not drawn),1.1,1384,6,5,.,.,-1.8%,5.3,4.0,4.8,i,7,0.5%,-0.4,1337,-0.72,-0.34,-0.3,0.28
CCOC(=O)C1CCN(c2c(-c3ccccc3)c3cc(Cl)ccc3[nH]c2=O)CC1,-2.3,1331,19,9,1,663,-1.9%,4.3,1.1,5.1,i,5,-1.3%,-1.1,1249,1.2,-0.22,0.56,-0.31
Cc1ccc(S(=O)(=O)NC(=O)c2cc(C)n(C3CC3)c2C)cc1,6.2,870,-20,5,0,676,-2.5%,5.2,2.9,6.9,i,5,-0.4%,.,.,4.2,-0.17,1.2,-2.2
Cc1ccc2nc(/C(C#N)=C\c3cc(C)n(-c4cccc([N+](=O)[O-])c4)c3C)[nH]c2c1,-8.3,1326,22,-9,22,796,-3.1%,1.8,1.1,10,i,2,-0.7%,-1.1,759,1.4,-0.08,1.1,-0.59
O=C(CCS(=O)(=O)c1cccs1)N1CCCC1,1.1,1339,-6,-4,.,.,-3.0%,2.4,2.7,9.7,i,18,-0.7%,-0.56,1647,-0.51,-0.27,-0.2,0.97
Cc1ccc(S(=O)(=O)Nc2cc(C(=O)Nc3cc(C)cc(C)c3)ccc2Cl)cc1,-0.1,1033,31,-16,-8,650,-3.4%,2.5,1.1,6.5,i,-11,-1.9%,-0.03,1939,1.3,-0.19,0.92,-1.4
